Nrf2 ARE act: Nrf2 pathway activation; AREc32 ARE-luciferase reporter (MCF7-derived line), luminescence, 24 h; Potency, µM (series often up to 46.1 µM), for inactives: at the top dose activation, usual class: activators; 410,000 compounds, 0.31% hits; AID 624171; also: potency is read from the fitted curve at half-maximal effect; % of control where 0% means no effect; nearly all actives have a fitted effect of over 65% in size
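AREc32 cells carrying an ARE-driven firefly luciferase reporter were seeded at 1000 cells/well in OPTI-MEM with 5% FBS, then exposed to compound for 24 hr at 37 deg C. Luminescence was read with Steady-Glo after 30 min at RT.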
ATXN viability: reduces viability in counter-screen for ATXN expression inhibitors | 400,000 compounds, 0.49% hits | Potency, µM (highest dose often 56.7 µM), hits mostly cytotoxic | S2 cells (HEK-293 line with an ATXN2-luciferase reporter) viability, CellTiter-Fluor protease fluorescence, 24 h; also: potency is read from the fitted curve at half-maximal effect; nearly all actives have a fitted effect of over 40% in size
IL2 activator: activators of IL-2. IL-2 activation reporter assay, cell-based qHTS; stimulated with anti-CD3/CD4/CD28 beads; in transgenic mouse T cells. activation, % (series mostly up to about 46 µM). 360,000 compounds, 0.065% hits; in the data active = activation above about 50%; inconclusive = mostly about 30% to 49%; also: 0% is about no effect
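EGFP and DsRed fluorescence is measured by plate cytometry in unstimulated transgenic mouse T cells exposed to compound for 60 minutes, then stimulated 18 hours at 37 degrees C with anti-CD3/anti-CD4 beads plus anti-CD28.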
Nrf2 inh: blocks Nrf2 signaling. Potency, µM (series often up to 46 µM), for the others: at the top dose activity change, negative = inhibition, hits mostly inhibitors. 360,000 compounds, 2.1% hits. A549 ARE-Fluc reporter, luciferase luminescence, 18-24 h; also: potency is read from the fitted curve at half-maximal effect; % is scaled to controls: 0 for no effect and ±100 for the full control effect; nearly all actives have a fitted effect of over 60% in size
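Nrf2 activity is the BugLite luminescence, read 15 min after reagent at room temperature, following CellTiter-Fluor cytotoxicity readout (30 min, 37C). Compound titrations were applied for 18-24 h to 5000 A549 ARE_Fluc cells/well in 5% FBS OPTI-MEM.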
A549 tox: A549 cytotoxicity, counter-screen for Nrf2 inhibitors. A549 ARE-Fluc cells, CellTiter-Fluor viability, 18-24 h. Potency, µM (doses to about 46 µM), without a hit: at the highest dose activity change, negative = cytotoxicity, usual class: inhibitors. 390,000 compounds, 0.16% hits; also: potency is read from the fitted curve at half-maximal effect; % is scaled to controls: 0 for no effect and ±100 for the full control effect
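Cytotoxicity counterscreen: CellTiter-Fluor fluorescence was measured in A549 ARE_Fluc cells after 18-24 h of compound exposure in a concentration series. The subsequent BugLite luminescent read reports ARE-luciferase activity.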
HepG2 tox: counter-screen for TGF-b inhibitors: cytotoxicity in HepG2 cells; HepG2 CAGA-GFP viability, ATP luminescence, 18 h; Potency, µM (top dose mostly 46.1 µM), inactives show at the highest dose activity change, negative = cytotoxicity, hits mostly cytotoxic; 410,000 compounds, 0.76% hits; AID 588856; also: potency is read from the fitted curve at half-maximal effect; some results filed as inactive show a strong effect at the top dose
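CellTiter-Glo luminescence gave cytotoxicity after 18 hours at 37 degrees C. The cells were HepG2 CAGA-GFP in 1% FBS DMEM, stimulated with 500 pg/mL TGF-beta after compound addition. %Activity was normalised to no-cell wells (complete cell-killing) and DMSO (no toxicity), and curves were fitted and classified.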
TGFb inhibitor: inhibitors of TGF-b signaling | HepG2 CAGA-GFP TGF-b/SMAD3 reporter, GFP fluorescence, 18 h; TGF-beta stimulated, 500 pg/mL final | 410,000 compounds, 1.2% hits | Potency, µM (highest dose often 46.1 µM), inactives show at the top dose activity, negative = inhibition, most hits filed as inhibitors; also: potency is read from the fitted curve at half-maximal effect; % is scaled to controls: 0 for no effect and ±100 for the full control effect; nearly all actives have a fitted effect of over 65% in size
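GFP signal (ex488/em500-530) from TGF-beta-stimulated HEPG2 CAGA-GFP cells, 500 pg/mL final, 18 h at 37 degrees C in DMEM plus 1% FBS, normalized to unstimulated and DMSO-stimulated controls.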
EPAC2 ag: agonists of human EPAC2 (RAPGEF4) | Q8WZA2 | EPAC2 activation, biochemical qHTS; response scale: 100% = 6.5 mM cAMP response | Potency, µM (highest dose often 154 µM), inactives show at the top dose activation, usual class: activators | 360,000 compounds, 0.079% hits; also: potency is read from the fitted curve at half-maximal effect; nearly all actives have a fitted effect of over 50% in size
Target sequence (Q8WZA2 whole entry, looked up): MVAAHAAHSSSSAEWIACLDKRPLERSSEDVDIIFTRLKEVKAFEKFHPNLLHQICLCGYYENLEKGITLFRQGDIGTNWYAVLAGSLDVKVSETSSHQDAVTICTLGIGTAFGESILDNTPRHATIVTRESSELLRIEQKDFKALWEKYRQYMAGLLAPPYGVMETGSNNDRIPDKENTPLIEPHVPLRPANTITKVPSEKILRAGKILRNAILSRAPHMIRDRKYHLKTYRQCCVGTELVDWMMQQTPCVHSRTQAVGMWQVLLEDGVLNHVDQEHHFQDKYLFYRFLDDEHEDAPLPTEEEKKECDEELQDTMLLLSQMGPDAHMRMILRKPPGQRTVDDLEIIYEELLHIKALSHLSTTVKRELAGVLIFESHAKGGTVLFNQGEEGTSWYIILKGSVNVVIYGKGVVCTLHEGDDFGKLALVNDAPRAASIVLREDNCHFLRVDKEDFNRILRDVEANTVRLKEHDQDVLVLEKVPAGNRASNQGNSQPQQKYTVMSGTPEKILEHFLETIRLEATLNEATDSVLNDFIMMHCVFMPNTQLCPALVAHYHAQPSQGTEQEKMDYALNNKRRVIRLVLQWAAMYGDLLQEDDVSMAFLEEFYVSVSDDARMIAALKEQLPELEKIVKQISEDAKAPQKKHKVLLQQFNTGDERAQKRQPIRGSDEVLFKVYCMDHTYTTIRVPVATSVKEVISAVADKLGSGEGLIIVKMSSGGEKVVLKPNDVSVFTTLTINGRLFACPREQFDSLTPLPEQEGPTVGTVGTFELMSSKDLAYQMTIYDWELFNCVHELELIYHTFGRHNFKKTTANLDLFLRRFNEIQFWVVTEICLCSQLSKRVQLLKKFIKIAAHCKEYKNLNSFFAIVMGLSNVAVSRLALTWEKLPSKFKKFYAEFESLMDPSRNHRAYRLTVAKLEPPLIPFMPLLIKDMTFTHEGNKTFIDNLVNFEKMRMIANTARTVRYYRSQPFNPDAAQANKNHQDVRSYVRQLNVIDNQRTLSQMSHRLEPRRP
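Readout is BODIPY fluorescence (480 nm excitation, 540 nm emission), which falls as labeled GDP is exchanged off Rap1B. EPAC2 at 100 nM acted on 250 nM RAP1B-BODIPY-GDP with 50 uM GDP present.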
ATXN2 expr inh: ATXN2 expression inhibition. HEK-293 ATXN2-luciferase reporter, luminescence, 24 h. AID 1745845. 360,000 compounds, 0.72% hits. Potency, µM (top dose mostly 57 µM), without a hit: top-dose activity change, negative = inhibition, usual class: inhibitors; also: potency is read from the fitted curve at half-maximal effect; % is scaled to controls: 0 for no effect and ±100 for the full control effect; nearly all actives have a fitted effect of over 55% in size
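ATXN2-luciferase reporter cells (luciferase flanked by upstream and downstream ATXN2 gene portions) were treated 24 h at 37 °C with compounds at up to 57 uM. SteadyGlo luminescence gave expression; GF-AFC fluorescence gave viability.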
* marks the source's active call; other numbers are inactive results; i = inactive; ? = inconclusive; · = not tested or not shown; [ ] = dose if it differs, or a comment. Unless noted, calls follow the shape of the dose curve; as a rule, active = well fitted curve in the direction sought with a large enough effect; inconclusive = small, poorly fitted or top-dose-only effect, or another doubt; inactive = no such curve, though single readings can be large; an effect the other way counts as inactive or inconclusive. Hits appear at their usual frequency; about 4.3% have a hit in one of these screens.

molecule | Nrf2 ARE act | ATXN viability | IL2 activator | Nrf2 inh | A549 tox | HepG2 tox | TGFb inhibitor | EPAC2 ag | ATXN2 expr inh
COc1ccc(NC(=O)c2ccccc2NS(=O)(=O)c2ccc(CNC(C)=O)cc2)c(OC)c1 | -0.8% | i | 0.3 | 3% | -13% | -6% | 6% | 0% | -6%
COc1ccc(-c2csc3nc(-c4ccccc4F)oc(=O)c23)cc1 | 24% | i | 0.5 | -3% | -3% | -22% | -8% | 5% | 23%
COc1ccccc1NC(=O)NC1(C(=O)N2CCOCC2)CCCCC1 | -0.3% | i | 0.1 | -8% | 0% | -6% | 4% | 8% | 20%
CCC(CC)C(=O)N(C)c1c(C)nc2c(OCc3ccccc3C(=O)OC)cccn12 | -0.2%[9.22 µM] | i | -0.6 | · | · | -28% | -6% | -3% | -16%
O=CN1CCN(C(=O)c2ccc(-c3nc4ccccc4s3)s2)CC1 | 2.1% | i | -0.2 | 6% | 13% | 1% | -2% | 7% | ·
Cc1cccc(NC(=O)N2CCN(Cc3ccccc3)CC2)c1 | -0.6% | i | -1.5 | 15% | -2% | 3% | -25% | -3% | 43%[activator]
Cc1cc(C)nc(NS(=O)(=O)c2ccc(NC(=O)C3COc4ccccc4O3)cc2)n1 (centres undefined) | -1.2% | i | -0.5 | ? | 1% | -3% | -11% | 2% | -17%
Cc1ccc(N(CC(=O)N2CCCC2)S(C)(=O)=O)cc1C | -0.3% | i | -0.9 | 1% | 1% | 14% | -7% | 10% | 15%
Cc1cc(C(=O)N2CCCC2(C)C(=O)O)c(C)o1 (centres undefined) | -0.2% | i | -0.8 | · | · | -4% | 14% | 9% | 10%
COC(=O)c1ccc(NC(=O)CSc2nc(=O)n3cccc(C)c3n2)cc1 | -0.3% | i | 0.2 | -23% | -1% | -22% | -13% | -2% | -7%
COc1ccc(Cc2nc3ccc(C(=O)NCC4COCCO4)cc3o2)cc1OC (centres undefined) | -0.1% | i | -3.1 | 2% | 1% | -12% | -5% | 9% | 13%
C=CCC1Cc2c(cccc2[N+](=O)[O-])C(CC=C)N1 (centres undefined) | -0.3% | i | 0.5 | 4% | 2% | -21% | 5% | 2% | 1%
COC(C(=O)N/N=C(\C)CC(=O)Nc1ccc(N(C)C)cc1)c1ccccc1 (centres undefined) | -0.3%[9.22 µM] | · | -0.1 | -3% | 3% | 0% | -1% | 3% | -14%
O=C(CSc1nnc(CNC(=O)c2ccc(F)cc2)o1)NCc1ccccc1Cl | -0.6% | i | -0.4 | -8% | -3% | 2% | 1% | -1% | -11%
COc1ccc(OC)c(-n2nnc3c(sc4nc(C)c(Br)c(C)c43)c2=O)c1 | 0.8% | i | · | ? | 12% | 1% | 2% | · | -2%
CCOCCCn1c(=N)c(S(=O)(=O)c2ccc(Cl)cc2)cc2c(=O)n3cccc(C)c3nc21 | -1.5% | i | · | -13% | 2% | -2% | 4% | · | -3%
COc1ccc(C(=O)N2CCOCC2c2cc(C(=O)NCc3ccccc3)no2)cc1 (centres undefined) | 0.3% | i | 1.0 | · | · | -10% | -4% | 1% | 5%
Cc1ccc(C(=O)N2CC(C)OC(C)C2)cc1[N+](=O)[O-] (centres undefined) | -0.1% | i | 1.3 | 4% | 3% | 19% | 0% | 13% | 4%
Cc1ccc(C(=O)Nc2ccc(C(=O)O)cc2)cc1S(=O)(=O)Nc1cccc([N+](=O)[O-])c1 | -0.6% | i | -2.1 | -3% | 7% | -11% | ? | 9% | -10%
O=C(Cn1c(=O)n(CCCS(=O)(=O)C2CCCCC2)c(=O)c2ccccc21)Nc1ccccc1C(F)(F)F | 0.3% | i | · | 6% | -5% | -6% | -13% | · | 2%
Cc1cccc(SCc2noc(C(=O)NCC3CCCO3)c2C(=O)O)c1 (centres undefined) | 0.0% | i | 0.5 | -3% | 0% | 4% | -8% | 5% | 1%
CCOCCn1c(SCCc2ccccc2)nc2c1c(=O)[nH]c(=O)n2C | 0.5% | i | -1.7 | -1% | 9% | 5% | 4% | 10% | 3%
COc1ccccc1NC(=O)C(C(C)C)N1C(=O)c2ccccc2C1=O (centres undefined) | 0.1% | i | 0.6 | 4% | 0% | -2% | -1% | 15% | 0%
CCC(C)N=C1SCC(C)(/C=N/O)S1 (centres undefined) | 0.3% | i | 4.7 | 7% | 1% | -16% | 2% | 3% | 19%
c1cncc(-c2nn3cnnc3s2)c1 | 0.4% | i | -1.6 | -3% | -7% | -9% | -22% | 4% | -19%
Cc1ccc(-n2nnnc2SCC(=O)Nc2ccccc2N2CCCCC2)cc1C | 0.4% | i | 0.7 | ? | -7% | -6% | -19% | 12% | -14%
CC(C)(C)CNC(=O)C1(C)CCN1C(=O)c1ccccc1CCc1ccccc1 (centres undefined) | 1.2% | i | -0.2 | · | · | -15% | -1% | 0% | -18%
CC1=CC2=NC(=O)CC(C)(C(=O)N(CC(=O)NC(C)(C)C)Cc3ccccc3)N2C=C1 (centres undefined) | 0.3% | i | -1.2 | 5% | 1% | 7% | -3% | 5% | -8%[11.3 µM]
Cc1c(C(=O)NN)[nH]c2ccc([N+](=O)[O-])cc12 | 0.5% | i | -0.9 | -21% | -16% | 8% | -17% | 2% | -3%
CCC(=O)N1CCN=C1SCc1ccc(Cl)cc1 | -0.4% | i | 1.3 | ? | -6% | -3% | -3% | -9% | -2%

Overlap with the part before: two compounds; new compounds follow.
molecule | Nrf2 ARE act | ATXN viability | IL2 activator | Nrf2 inh | A549 tox | HepG2 tox | TGFb inhibitor | EPAC2 ag | ATXN2 expr inh
Cc1c(C(=O)NN)[nH]c2ccc([N+](=O)[O-])cc12 | 0.5% | i | -0.9 | -21% | -16% | 8% | -17% | 2% | -3%
CCC(=O)N1CCN=C1SCc1ccc(Cl)cc1 | -0.4% | i | 1.3 | ? | -6% | -3% | -3% | -9% | -2%
CN(C(=O)c1cc2c(s1)-c1ccccc1S(=O)(=O)C2)c1ccccc1F | 5.5% | ? | -3.8 | 7% | -2% | -13% | ? | 2% | ?
COc1ccc(-n2c(SC)nc3sc4c(c3c2=O)CCN(C(C)=O)C4)cc1 | 3.7% | i | · | 1%[9.27 µM] | 2% | -18% | -23% | · | -6%
CC(NC(=O)c1cc(-c2ccc3c(c2)OCO3)nc2ccccc12)C(C)(C)C (centres undefined) | 5.4% | i | 0.8 | 23% | 15% | -72% | ? | -20% | 2%
COc1ccc(CCNS(=O)(=O)c2c(C)nc3scc(C)n3c2=O)cc1OC | -0.6% | i | -2.6 | 3% | 0% | 12% | 5% | -7% | 3%
CCc1ccccc1NC(=S)N=Nc1c(O)n(C)c2ccc(S(=O)(=O)N3CCOCC3)cc12 | 3.0% | ? | -2.3 | ? | -19% | -16% | ? | 8% | ?
COc1cccc(-c2cnc3c(c2)C(=O)N([C@H](C)CO)C[C@@H](C)[C@H](CN(C)C(=O)Nc2ccccc2F)O3)c1 | -0.9% | i | -0.8 | · | · | 4% | 11% | 4% | 5%
COc1ccc(C(=O)COC(=O)/C=C/c2ccccc2)cc1 | 0.0% | i | 0.6 | 24% | 0% | -1% | 21% | -6% | 3%
O=C(CSc1nc2ccc([N+](=O)[O-])cc2[nH]1)NC1CCCC1 | 0.3% | i | 0.1 | -10% | 0% | -19% | -20% | 1% | 4%
O=C(N/N=C/C1CC=CCC1)c1cc(Br)ccc1O (centres undefined) | 0.5% | i | 2.7 | 15% | 0% | 6% | -1% | -1% | 13%
CCC1Oc2ccc(Cl)cc2N(CC(=O)NCCc2ccc(Cl)cc2)C1=O (centres undefined) | -0.8% | · | · | · | 2% | 1% | -8% | · | ·
Cc1cc(F)ccc1NC(=O)CS(=O)(=O)c1cccc2nsnc12 | 6.8% | i | · | 7% | 0% | -1% | 0% | · | -4%
O=C1OC(c2ccccc2)/C(=C(/O)c2ccccc2)C1=O (centres undefined) | 3.9% | i | 0.4 | 8% | -10% | -12% | -28% | ? | 6%
O=C(CSc1nnc(-c2ccccc2Cl)o1)N1CCCC1 | 2.3% | i | -0.1 | ? | 0% | -18% | 4% | 5% | 37%
CC(=NCCCn1ccnc1)C1=C(O)c2ccccc2C1=O | -0.1% | i | 0.3 | ? | -9% | 2% | 0% | 6% | 5%
O=C(NNc1nc(-c2ccc(F)cc2)cs1)c1ccccc1 | -0.7% | ? | -5.7 | 15µM* | ? | 2% | -18% | -3% | ?
COc1ccccc1NC(=O)C1CCCN(c2cnccn2)C1 (centres undefined) | -0.9% | i | 0.5 | 1% | -3% | 2% | 17% | -1% | ·
CCOc1ccccc1C(=O)NN1CCOCC1 | 0.8% | i | 3.6 | 21% | 1% | 1% | 19% | 7% | -7%
Cc1ccccc1-c1noc(-c2ccccc2C(=O)O)n1 | 6.6% | i | -4.5 | ? | 2% | 3% | -2% | -10% | 19%
S=c1[nH]c2cc3c(cc2[nH]1)OCCO3 | 0.3% | i | 0.8 | -16% | 0% | -39% | 0% | 11% | -3%

Single records, from the list above. Order of screens: Nrf2 ARE act	ATXN viability	IL2 activator	Nrf2 inh	A549 tox	HepG2 tox	TGFb inhibitor	EPAC2 ag	ATXN2 expr inh
`S=c1[nH]c2cc3c(cc2[nH]1)OCCO3` is listed with 0.3%	i	0.8	-16%	0%	-39%	0%	11%	-3%
`COc1ccccc1NC(=O)C1CCCN(c2cnccn2)C1` (centres undefined) is listed with -0.9%	i	0.5	1%	-3%	2%	17%	-1%	·
`CCOc1ccccc1C(=O)NN1CCOCC1` is listed with 0.8%	i	3.6	21%	1%	1%	19%	7%	-7%
